Bioassay records from PubChem.
ERK EGF block – blocks ERK signaling stimulated by EGF | HEK293-V1b, EGF-stimulated phospho-ERK AlphaScreen | AID 1454 | hit rate 0.41% among 130,000 | Potency, µM (titrated, usually from 11.5 µM), inactives show at the top dose activity change, negative = inhibition, most hits filed as inhibitors; active = well fitted inhibition curve with a large enough effect; inconclusive = small, poorly fitted or top-dose-only effect, or effect the other way;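 note: plate controls were stimulated vehicle wells for no effect and unstimulated vehicle basal for full effect; nearly all actives have a fitted effect of over 55% in size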
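Phospho-ERK1/2 measured by AlphaScreen (SureFire) after 5 min 25 nM EGF stimulation of V1b-expressing HEK293 cells preincubated 30 min at 37C with titrated compounds; data scaled to DMSO and EGF controls, Hill-fitted AC50.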
* = called active by the depositor; ? = inconclusive; & = joins results of further samples; [ ] = another dose, or the depositor's remark. Potency is the fitted concentration of half-maximal effect.

SMILES	ERK EGF block
CC1CCCC(NC(=S)NC(=O)c2cncc(Br)c2)C1C (configuration not stated)	7%
Cc1ccc(OCC(=O)N/N=C/c2cn(Cc3ccccc3)c3ccccc23)cc1	2%
Cc1ccc([N+](=O)[O-])cc1S(=O)(=O)Nc1ccccn1	-2%
O=[N+]([O-])c1ccc(/C=N/NC2=NS(=O)(=O)c3ccccc32)cc1	0%
Cc1ccc(S(=O)(=O)C2(C(=O)N3CCN(C4CCCCC4)CC3)CC2)cc1	3%
CCOC(=O)COc1cc(N)c(Cl)cc1Cl	7%
NC(=O)C1CCCNC1 (configuration not stated)	-4%[57.5 µM]
CCN(c1ccccc1)S(=O)(=O)c1ccc(OC)c(NC(=O)CNCCc2ccccc2)c1	23%
Oc1ccc(NCc2ccccc2OCc2ccccc2)cc1	-7%
O=C(COC(=O)c1cnccn1)c1ccc(Cl)c([N+](=O)[O-])c1	-16%[57.5 µM]
CCOC(=O)N1CCN(C(=O)CCC2CCCC2)CC1	-4%
COc1ccc(-n2c(SCc3ccc([N+](=O)[O-])cc3)nnc2-c2ccc(C)cc2)cc1	11%
COC(=O)[C@@]1(Cc2ccc(OC)cc2)[C@H]2c3cc(C(=O)N(C)C)n(CCc4c[nH]c5ccc(O)cc45)c3C[C@H]2CN1C(=O)c1ccccc1	-7%
Fc1ccccc1COc1ccc(/C=N/NC(=S)NCc2ccccc2)cc1	11%
O=C(c1csnn1)N1CCC2(CC1)CCN(c1ccncc1)CC2	2%
CC(=O)N1N=C(c2ccco2)CC1c1ccc(C)cc1 (configuration not stated)	5%
CC(=O)N1CCN(c2ccc(S(C)(=O)=O)cc2[N+](=O)[O-])CC1	-8%
COc1ccc(CCNC(=O)Cn2cc(C(F)(F)F)cc(Cl)c2=O)cc1	10%
COc1ccc(-c2nc(SC(CC(=O)NCc3ccccc3)c3ccc(OC)c(OC)c3)n[nH]2)cc1 (configuration not stated)	0%
O=C(O)Cc1c[nH]c2cccc(O)c12	-13%[57.5 µM]
O=C(/C=C/c1ccco1)NCc1ccc2c(c1)OCO2	?
COC(=O)[C@@]1(Cc2ccc(F)cc2)[C@H]2c3cc(C(=O)N4CCCC4)n(Cc4ccc(C(F)(F)F)nc4)c3C[C@H]2CN1C(=O)c1ccccc1	0%&9%
O=C(CNC(=O)c1cccc(Br)c1)N/N=C/c1ccc[nH]1	-1%
COc1cc(OC)cc(C(=O)Nc2nnc(Cc3ccc(OC)c(OC)c3)s2)c1	-2%
O=C(c1ccco1)N1CCC2(CCN(Cc3ccncc3)CC2)CC1	3%
CCOc1cc(N2CCOCC2)c(OCC)cc1NC(=O)CSc1n[nH]c(N)n1	15%
OCCC1CN(CC(c2ccccc2)c2ccccc2)CCN1C1CCCC1 (configuration not stated)	10%
Cc1cc(C)nc(NNC2=CC(=[N+]3CCCC3)CCC2)n1	-3%
C[C@H](NC(=O)c1ccco1)C(=O)Nc1cccc([N+](=O)[O-])c1	-5%
O=C1NC(=Nc2ccc(O)cc2)S/C1=C/c1ccco1	?
CC(=O)NC(Cc1ccccc1C)C(=O)NC1CCN(c2ncccc2[N+](=O)[O-])CC1 (configuration not stated)	3%
Cc1ccc(OCCNC(=O)c2cccc(Oc3ccc(C(F)(F)F)cc3[N+](=O)[O-])c2)cc1	15%
Nc1[nH]c(N=NC(=O)c2ccccc2O)c2ccccc12	9%
CCN(CC)C(=O)C1CCCc2c1[nH]c1ccc(Cl)cc21 (configuration not stated)	-1%
O=C(CSc1nnc(SCc2cccc3ccccc23)s1)N=Nc1c(O)[nH]c2ccccc12	-7%
CN(C)S(=O)(=O)c1cccc(N2C(=O)CC3(CCCCC3)CC2=O)c1	2%[57.5 µM]
COc1ccc(C(=O)NC(=S)Nc2cccc3nc(C)ccc23)cc1OC	-8%[57.5 µM]
OCC(Cc1ccccc1)Nc1c2ccccc2nc2ccccc12 (configuration not stated)	-6%
CN(c1ccccc1)S(=O)(=O)c1cc(C(=O)OCC(=O)N2CCN(C(=O)c3ccco3)CC2)ccc1Cl	2%
COc1cc(CC(=O)O)ccc1O	9%
Cc1ccc(N2C(=O)CS(=O)C(c3ccccc3)C2=O)cc1C (configuration not stated)	15%
O=C(O)C1CC1C(=O)Nc1cc(F)ccc1F (configuration not stated)	-10%
O=C1CNC(=S)N1c1nc(-c2ccccc2)cs1	1%
O=C(COC(=O)CCSc1ccc(Cl)cc1)NCc1ccc(Cl)cc1	?
COc1ccccc1C(=O)NNC(=O)c1nn(Cc2ccccc2)c(=O)c2ccccc12	-11%
CO/N=C(/C(=O)NC1C(=O)N2C(C(=O)O)=C(COC(N)=O)CSC12)c1ccco1 (configuration not stated)	14%
OCCC1CN(Cc2cccn2-c2cccnc2)CCN1C1CCCC1 (configuration not stated)	-6%[57.5 µM]
Cc1cc(C)c2c(n1)sc1c(N3CCN(C)CC3)ncnc12	-5%[57.5 µM]
Cc1ccc(S(=O)(=O)N2CCCCC2)cc1C(=O)N1CCN(c2ccccn2)CC1	4%
CC(/C=C1\SC(=S)N(CCCC(=O)Nc2ccc(C(=O)O)cc2)C1=O)=C\c1ccccc1	1%
C=CCOc1c(Cl)cc(CNc2nccs2)cc1OC	10%
Cc1cc(=O)[nH]c(SCC(=O)NC(C)C2CC3CCC2C3)c1C#N (configuration not stated)	-1%
COC(=O)c1sccc1NC(=O)CC1NCCNC1=O (configuration not stated)	-6%[57.5 µM]
O=c1c(C(c2ccc(Br)cc2)c2c(O)nc3n(c2=O)CCS3)c(O)nc2n1CCS2	-8%[57.5 µM]
O=C(c1cnn2c(C(F)(F)F)cc(-c3cccs3)nc12)N1CCN(Cc2ccccc2)CC1	6%
Cc1cccc2nc(CSc3nnc(N)s3)cn12	-5%[57.5 µM]
Cc1ccc(S(=O)(=O)c2c(C)cc(C)nc2N2CCOCC2)cc1	4%
COc1ccc(-n2nnnc2SCC(=O)N2CCN(C(=O)c3ccco3)CC2)cc1OC	0%
Cc1c(Cl)cccc1NC(=S)NCCC(c1ccccc1)c1ccccc1	15%
COCc1cc(C)nc(SCC[N+](C)(C)CC(=O)c2ccc(Br)cc2)c1C#N	20%

Remaining list, next part:
SMILES	ERK EGF block
O=C(c1ccc([N+](=O)[O-])cc1)N1CCC(Cc2ccccc2)CC1	2%
COc1ccc(C(C)=O)cc1COC(=O)CNC(=O)c1cc(C)cc(C)c1	7%
CC(C)Nc1nc(Oc2ccc(=O)n(-c3ccccc3)n2)nc(N(C)C)n1	-2%[57.5 µM]
Cc1ccc(-c2nc3ncccc3o2)cc1NC(=O)c1ccccc1	-3%[57.5 µM]
Cc1c([N+](=O)[O-])c2ccc(O)cc2n1-c1ccccc1	0%[57.5 µM]
Cc1c(NC(=O)CN2C(=O)C(=O)N(Cc3ccccc3)C2=O)c(=O)n(-c2ccccc2)n1C	4%[57.5 µM]
O=C(CCN1C(=O)c2cccc3cccc(c23)C1=O)Nc1ccccc1	12%
Cc1nc(N2CCOCC2)nc(OCCN(C)C)c1[N+](=O)[O-]	-5%
CN(C)S(=O)(=O)N(CC(=O)N1CCN(c2ccccc2F)CC1)c1ccccc1	-3%
CCOc1ccc(/C=N/N2C(=O)C(CC(=O)Nc3ccc(F)cc3F)SC2=NC)cc1OC (configuration not stated)	1%
O=C(NCC1CCCO1)C1CCN(C2CCN(C(=O)Cc3ccsc3)CC2)CC1 (configuration not stated)	-4%
CC(C)C(O)(CC#CCN1CCCC1)c1ccccc1 (configuration not stated)	3%
CC1=CC(C)(C)n2c(O)c(N=N)c3c(C)c(C)cc1c32	?
O=C(c1cc(C(F)(F)F)cc(C(F)(F)F)c1)N1CCC2(CC1)CN(c1ccccc1)C2	4%
CCOc1ccc(C(=O)/C=C/c2cc(OC)c(OC)c(OC)c2)cc1	-12%[57.5 µM]

Seven of these compounds in another layout.
| canonical_smiles | ERK EGF block |
| --- | --- |
| O=C(CSc1nnc(SCc2cccc3ccccc23)s1)N=Nc1c(O)[nH]c2ccccc12 | -7% |
| CN(C)S(=O)(=O)c1cccc(N2C(=O)CC3(CCCCC3)CC2=O)c1 | 2%[57.5 µM] |
| COc1ccc(C(=O)NC(=S)Nc2cccc3nc(C)ccc23)cc1OC | -8%[57.5 µM] |
| OCC(Cc1ccccc1)Nc1c2ccccc2nc2ccccc12 (configuration not stated) | -6% |
| CN(c1ccccc1)S(=O)(=O)c1cc(C(=O)OCC(=O)N2CCN(C(=O)c3ccco3)CC2)ccc1Cl | 2% |
| COc1cc(CC(=O)O)ccc1O | 9% |
| Cc1ccc(N2C(=O)CS(=O)C(c3ccccc3)C2=O)cc1C (configuration not stated) | 15% |

Six entries out of the list, ordered by heavy-atom count, highest first:
SMILES	ERK EGF block
CCOc1ccc(/C=N/N2C(=O)C(CC(=O)Nc3ccc(F)cc3F)SC2=NC)cc1OC (configuration not stated)	1%
O=C(c1cc(C(F)(F)F)cc(C(F)(F)F)c1)N1CCC2(CC1)CN(c1ccccc1)C2	4%
CC(C)Nc1nc(Oc2ccc(=O)n(-c3ccccc3)n2)nc(N(C)C)n1	-2%[57.5 µM]
O=C(CCN1C(=O)c2cccc3cccc(c23)C1=O)Nc1ccccc1	12%
CCOc1ccc(C(=O)/C=C/c2cc(OC)c(OC)c(OC)c2)cc1	-12%[57.5 µM]
O=C(c1ccc([N+](=O)[O-])cc1)N1CCC(Cc2ccccc2)CC1	2%

Next records follow.
SMILES	ERK EGF block
COc1ccc(S(=O)(=O)N2CCC(C(=O)NCc3ccccc3)CC2)cc1OC	2%
COC(=O)c1cccc(NS(C)(=O)=O)c1	6%[57.5 µM]
CCCCOc1ccc(C(=O)NC(=S)Nc2ccc(CN3CCOCC3)cc2)cc1	0%
CS(=O)(=O)Nc1ccccc1NS(C)(=O)=O	-14%[57.5 µM]
Cc1cc(OC(=O)C(C)(C)C)c([N+](=O)[O-])c(=O)[nH]1	-1%
COc1ccc(/C(O)=C2/C(=O)C(=O)N(CCN3CCOCC3)C2c2ccccn2)cc1OC (configuration not stated)	7%
COc1cc(OC)cc(C(=O)Nc2c(F)cccc2F)c1	1%
Cc1cc(C)cc(N(CC(=O)Nc2ccc(-c3nc4ccc(C)cc4s3)cc2)S(C)(=O)=O)c1	6%
C=CCNC(=O)CC1Nc2c3ccccc3nc(=S)n2C1=O (configuration not stated)	-2%
N/C(Cc1ccc(Cl)cc1)=N\OC(=O)Cc1ccc([N+](=O)[O-])cc1	-2%
CCCN1CCC(=NNc2ccc(S(=O)(=O)N(CC)CC)cc2[N+](=O)[O-])CC1	?
CCC(C)Sc1cc(C(F)(F)F)c(C(=O)Nc2ccc(Cl)cc2)cn1 (configuration not stated)	-4%[57.5 µM]
Cc1cc(C)n2nc(C(=O)N/N=C/c3cn(C)nc3C)nc2n1	-5%[57.5 µM]
O=C(COC(=O)c1ccc(Cl)s1)c1ccc[nH]1	-4%
COc1ccc(-c2[nH]ncc2CN2CCCC(C(=O)c3cccc(OC)c3)C2)cc1 (configuration not stated)	-8%
CC(=O)c1csc(COc2cc(Cl)cc(Cl)c2)n1	3%[57.5 µM]
Cc1ccc(N2C(=O)CC(NNc3nc4ccccc4s3)C2=O)cc1C (configuration not stated)	2%
CC(C)(O)C#Cc1ccc(C(=O)NCc2ccccc2F)cc1	-5%
CC1(OC(=O)C2CCCC2)C(=O)C=C2C=C(c3ccsc3)OC=C2C1=O (configuration not stated)	-19%
COc1ccccc1NC(=O)c1ccc(NC(=O)COC(=O)C(C)C)cc1	-3%
COc1ccccc1/C=C/C=N/NC(=O)c1cc(-c2ccc(C)o2)[nH]n1	-18%[57.5 µM]
CCOC(=O)/C(C#N)=C/c1c(Oc2cc(C)cc(C)c2)nc2ccccn2c1=O	19%
CC/C(O)=C1\C(=O)CC(c2ccccc2)CC1=NCCc1c(C)[nH]c2ccc(C)cc12 (configuration not stated)	2%
COc1ccc(/C=C2/CC/C(=C\c3ccc(OC)c(OC)c3OC)C2=O)c(OC)c1OC	-12%
Cc1ccnc(N2CCC(C(=O)NNC(=O)c3ccncc3)CC2)n1	6%
COc1ccc(-c2nc3c(c(=O)c4ccccc4n3C)c(=O)n2Cc2ccccc2)cc1	-8%
COc1cccc(/C=C2\SC(N)=NC2=O)c1OS(=O)(=O)c1ccccc1	-1%
CC(C)(C)c1ccc(C(CC(=O)O)NC(=O)c2ccccc2F)cc1 (configuration not stated)	-2%[57.5 µM]
Nc1c(C(=O)O)cnc2nc(N3CCOCC3)nn12	-4%
O=C1CCCC2=C1C1c3ccccc3C(=O)N1c1ccc(C(=O)c3ccccc3)cc1N2 (configuration not stated)	5%
COCCNC(=S)NNC(=O)c1ccc(-n2cnnn2)cc1	-22%
COC(=O)[C@H](CC(C)C)NC(=O)NCc1ccc(Cl)cc1	-1%[57.5 µM]
CCCCN(CC)CCNC(=O)CCC(=O)Nc1ccc2nc(N3CCN(C)CC3)cc(C)c2c1	10%
CCN(CC)S(=O)(=O)c1ccc(C(=O)OCC(=O)Nc2sc3c(c2C#N)CCCCC3)cc1	4%
COc1cccc(N2CCN(c3ncnc4c3[nH]c3ccccc34)CC2C)c1 (configuration not stated)	14µM*
Nc1c(NCCc2ccccc2)c2ccccc2oc1=O	-4%
O=C(CSCc1nc2c(nnn2Cc2ccc(F)cc2)c(=O)[nH]1)Nc1c(Cl)cc(Cl)cc1Cl	4%
O=C1CCS/C(=N\N=C\c2ccc(Cl)cc2Cl)N1	-9%[57.5 µM]
Cc1cc(C)c2cc(C(=O)Nc3ccccc3)[nH]c2c1	5%[57.5 µM]
Cc1cccc(NC(=O)c2cccc3c2-c2ccccc2C3=O)n1	-10%
CNC(=O)c1ccsc1NC(=O)c1ccc(S(=O)(=O)N2CCCc3ccccc32)cc1	5%
c1ccc(Cc2ccc(OCCCNC3CCCC3)cc2)cc1	-4%
NC(=O)N/N=C/c1cn(-c2ccccc2)nc1-c1cccnc1	2%[57.5 µM]
COc1ccc(-n2c(Cc3cccn3C)nnc2SCC(=O)Nc2nccs2)cc1	2%
CCCCNC(=S)NNC(=O)c1csc(CC)c1	-5%
Cc1ccc(N(Cc2cc3ccc(C)cc3[nH]c2=O)S(C)(=O)=O)c(C)c1	-6%[57.5 µM]

A portion of the library (hit frequency here may not be typical).
